# Bioassay records from PubChem.
# mHTT CaM bind = mutant huntingtin-calmodulin interaction inhibitors – biochemical, AlphaScreen, primary screen | P42858 | AlphaScreen His-mHTT/GST-CaM binding, luminescence | inhibition, % at 15 µM | 190,000 compounds, 3.6% hits | AID 1671202, 2021;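 further: 0% = both proteins with DMSO and 100% = one protein alone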
# Pf apPOL inh = Pf-apPOL inhibitors, biochemical, fluorescence; Recombinant Pf-apPOL, molecular beacon fluorescence, 1.5 h; inhibition, % at 10 µM; 210,000 compounds, 0.25% hits; AID 1794808, 2022
# An asterisk follows results filed as active; nt = no result given; & = joins results of further samples. No stated cut-off is given here; in the data, active means inhibition above about 50%; inactive means the rest. The list is partial; rates above refer to the full screens.
SMILES,mHTT CaM bind,Pf apPOL inh
Cc1ccnc(C(=O)Nc2ccncc2)n1,-14.7,-3.7
COc1ccc(NC(=O)COc2cc(C)c(Br)c(C)c2)c([N+](=O)[O-])c1,-5.6,-1.8
C1=CC2CC1CC2CN1CCC(N2CCCCC2)CC1 (centres undefined),-1.2,4.1
CC1(C)CC2CC(C)(CN2Cc2c(O)ccc3c(=O)c(-c4ccc5c(c4)OCCO5)coc23)C1 (centres undefined),2.0,0.0
O=C(Cc1ccccc1Br)Nc1cc(-c2cccs2)no1,-11.2,3.2
Cc1ccc(NC(=O)N2CCCC2c2nc(-c3ccccc3)no2)c(Cl)c1 (centres undefined),-9.9,3.2
Cc1ccc(C(=O)NC2(O)C(=O)c3ccccc3C2=O)cn1,nt,-1.9&-1.3
O=C(c1cccs1)N1CCN(c2ccc(Cl)cc2)CC1,2.3,2.4
COc1cc(Cl)c(C)cc1NC(=O)CN1C(=O)c2ccccc2C1=O,-1.8,-2.3
C=CCc1c(C)c(C#N)c2[nH]c3ccccc3n2c1=O,0.0,-83.2
CC(=O)Oc1ccc2oc(C)c(C(=O)O)c2c1,-2.5,-5.1
O=C(NCc1cccnc1)C(=O)Nc1ccc(Cl)cn1,0.8,0.5
COc1ccc(CC(=O)N2CCN(c3ccccc3OC)CC2)cc1OC,24.0,-3.7
COc1ccc(C(C)=O)cc1CSc1nccc(=O)[nH]1,nt,-17.5
CC1=NN(c2ccc([N+](=O)[O-])cc2)C(c2ccccc2)C1 (centres undefined),-3.0,4.9
Cc1ccc(-c2nc(C(=O)NC(C)C)c3n2CCCCC3)cc1,19.9,-2.0
O=C(O)c1cc(C2CC2)[nH]n1,-1.2,-6.7
COc1ccc(N2C(=O)c3ccccc3CC2(C)C(=O)NCc2ccccc2OC)cc1 (centres undefined),-10.9,-0.5
Cc1cc(C)c2sc(N(CCN(C)C)C(=O)c3ccccc3[N+](=O)[O-])nc2c1,83.8*,5.7
O=[N+]([O-])c1ccc2c(c1)CCN2,nt,-12.8
CC(C)COc1ccc(C(=O)Nc2cccc(NC(=O)c3ccco3)c2)cc1,7.5,-4.2
CC(=O)Nc1cnc(-c2ccc(C)cc2)nc1,-5.0,-2.2
COc1ccc(C(N)=O)cc1OC1CCCC1,nt,-7.5
Nc1cc(=O)[nH]c(SCCOc2ccc(Cl)cc2)n1,100.3*,-9.5
CCc1cccc(CC)c1NS(=O)(=O)c1ccc(C)cc1,-19.6,-4.5

# In the list so far, 2 have a thiophene ring, fused or not:
SMILES,mHTT CaM bind,Pf apPOL inh
O=C(Cc1ccccc1Br)Nc1cc(-c2cccs2)no1,-11.2,3.2
O=C(c1cccs1)N1CCN(c2ccc(Cl)cc2)CC1,2.3,2.4

# The list continues.
SMILES,mHTT CaM bind,Pf apPOL inh
COc1ccccc1-c1nc(-c2cccs2)cc(=O)o1,10.0,-2.8
O=C(NNC(=S)Nc1ccc2c(c1)OCCO2)c1ccco1,nt,2.0
CCCCNC(=O)C1CC(c2cc(OC)ccc2OC)=NO1 (centres undefined),0.6,-3.6
S=c1[nH]c(-c2ccc(Cl)cc2)cn1-c1ccccc1,nt,-12.5
CCOc1ccc(N2C(=O)Nc3cc(Cl)c(Cl)cc3N2O)c([N+](=O)[O-])c1,3.0,-12.3
N#CC1=C(N)Oc2n[nH]c(-c3ccc4c(c3)OCO4)c2C1c1ccc(O)cc1 (centres undefined),19.0,-4.9
Cn1cc2c3c(cccc31)CN(C(=O)Nc1ccc(Cl)cc1)CC2,28.6,-1.7
CCCC(C)NS(=O)(=O)c1c(C)cc(C)cc1C (centres undefined),-20.1,nt
Cc1ccccc1C(=O)NCCN1CCN(c2ccc(Cl)cc2)CC1,-5.1,1.2
CC1(C(=O)NC2CCCCCCC2)CCC(=O)N1C1CC1 (centres undefined),-10.0,-11.1
CC1CCCN(C(=O)c2cc(-c3ccc4c(c3)OCO4)on2)C1 (centres undefined),-3.0,-3.3
CC1CCN(C(=O)Cn2cc(C=O)c3cc(Br)ccc32)CC1,6.5,-2.3
O=C(Nc1ccc(Cl)cc1)N1CCc2nc(Cc3ccc(F)cc3)[nH]c(=O)c2C1,16.2,-3.9
Cn1c(=O)c(C(=O)NC2CC2)nc2cccnc21,0.8,-3.2
N=c1c(C(=O)NC2CCCCC2)cc2c(=O)n3ccccc3nc2n1CCCN1CCOCC1,3.0,-3.6
O=C(O)c1c[nH]c(=O)[nH]c1=O,-3.0,nt
O=C1CCC2(CCC(c3ccccc3)CC2)N1CC[C@@H](O)c1ccccc1 (some centres undefined),5.3,-9.1
Cc1ccc(NC(=O)CS(=O)(=O)c2cn(Cc3cccc(F)c3)c3ccccc23)cc1,10.0,1.8
COc1ccc(C(=O)N2CCN(c3cc(C)ccc3F)C(=O)C2C)cc1 (centres undefined),-1.6,-2.3
CCC(Oc1ccccc1)C(=O)Nc1cc(OC)c(Cl)cc1OC (centres undefined),-8.9,-4.0
COc1ccc(-n2nc3c(c2NC(=O)c2ccco2)CS(=O)C3)cc1 (centres undefined),-7.0,-67.1
COc1cccc(CNS(=O)(=O)c2ccc3[nH]c4c(c3c2)CCCCC4)c1,73.1*,-7.2
COc1ccc(N2C(=O)c3ccccc3NC2c2ccc3c(c2)OCO3)cc1 (centres undefined),4.0,4.1
O=C(c1ccsc1)N1CCCC(c2nncn2Cc2ccccc2)C1 (centres undefined),2.6,2.2
Cc1cc2c(=O)n(CC(=O)Nc3ccc(F)c(Cl)c3)ccc2s1,-0.5,3.1

# Seven entries from above, with bars between the fields:
SMILES | mHTT CaM bind | Pf apPOL inh
N=c1c(C(=O)NC2CCCCC2)cc2c(=O)n3ccccc3nc2n1CCCN1CCOCC1 | 3.0 | -3.6
O=C(O)c1c[nH]c(=O)[nH]c1=O | -3.0 | nt
O=C1CCC2(CCC(c3ccccc3)CC2)N1CC[C@@H](O)c1ccccc1 (some centres undefined) | 5.3 | -9.1
Cc1ccc(NC(=O)CS(=O)(=O)c2cn(Cc3cccc(F)c3)c3ccccc23)cc1 | 10.0 | 1.8
COc1ccc(C(=O)N2CCN(c3cc(C)ccc3F)C(=O)C2C)cc1 (centres undefined) | -1.6 | -2.3
CCC(Oc1ccccc1)C(=O)Nc1cc(OC)c(Cl)cc1OC (centres undefined) | -8.9 | -4.0
COc1ccc(-n2nc3c(c2NC(=O)c2ccco2)CS(=O)C3)cc1 (centres undefined) | -7.0 | -67.1

# (cont.)
SMILES,mHTT CaM bind,Pf apPOL inh
Cn1c(C2CCN(C(=O)Nc3cc(F)ccc3F)C2)nc2cccnc21 (centres undefined),-0.2,-1.7
Cc1ccc(S(=O)(=O)N2CCSC2c2ccccc2Cl)cc1[N+](=O)[O-] (centres undefined),2.0,-2.7
COc1cc(NC(=O)C2CC2c2ccccc2)c(OC)cc1Cl (centres undefined),-63.7,-10.7
COc1ccccc1/C=C/C1=NC(=C\c2ccccc2)/C(=O)O1,10.0,-2.0
O=C(NCc1cccnc1Oc1ccccc1)c1cccnc1,-5.7,4.9
COc1ccc(C(=O)Nc2ncc(S(=O)(=O)c3ccc([N+](=O)[O-])cc3)s2)cc1OC,2.0&-7.0,2.7&-1.3
N#CC1=C(N)OC2=C(C(=O)CCC2)C1c1ccc(Oc2ccc([N+](=O)[O-])cc2Cl)cc1 (centres undefined),-0.7,-6.9
CCC(=O)NCCc1csc(C2CCN(C(=O)c3cc(C)cc(C)c3)CC2)n1,14.5,0.1
CC(C)CCNC(=O)c1ccc2c(c1)nc1n2CCC(C)C1 (centres undefined),-3.3,-1.2
COc1ccc([C@@H]2C[C@H](c3ccccc3)Oc3cc(OC)c(OC)c(OC)c32)cc1,18.3,-3.8
O=C1OC(/C=C/c2cccc([N+](=O)[O-])c2)=NC/1=C\c1ccccc1,12.0,3.2
COc1cccc(NC(=O)c2ccc(-c3cccc([N+](=O)[O-])c3)o2)c1,28.5,-10.2
N#Cc1c(N2C(=O)Nc3ccccc3N2O)sc2c1CCCCC2,0.0,-2.8
CCCn1c(=O)c2[nH]cnc2n(-c2ccc(Cl)cc2)c1=O,nt,1.8
CCn1c(C2CCN(C(=O)CCCc3ccccc3)C2)nc2ccncc21 (centres undefined),-1.2,-0.8
O=C(Cn1c(=O)oc2ccccc21)NCC1(c2cccs2)CC1,-12.0,-6.2
CN1C(=O)C(=O)C(=C(O)c2ccccc2)C1c1cccc([N+](=O)[O-])c1 (centres undefined),-5.0,-4.9
O=S(=O)(c1ccc2nc(-c3ccccc3)[nH]c2c1)N1CCOCC1,4.0,-5.2
O=C(O)C(Cc1c[nH]c2ccccc12)NS(=O)(=O)c1ccc(Cl)cc1 (centres undefined),1.0,-3.6
Cc1ccc(OCC(=O)Nc2nnc(C3CC(=O)N(c4ccc(F)cc4)C3)o2)cc1 (centres undefined),7.7,1.0
COc1ccc(OCC(O)CN(C(C)C)C(C)C)cc1 (centres undefined),-3.5,-4.7
Cc1cccc(NC(=O)c2ccc(F)c(S(=O)(=O)NCc3cccs3)c2)c1,-1.0,-4.0
O=C(CSc1nccc(-c2ccc3c(c2)OCO3)n1)N1CCOCC1,-3.9,3.8
O=C(Nc1cnc(N2CCOCC2)nc1)c1ccccc1C(F)(F)F,0.1,-0.2
CCOC(=O)CNC(=O)N1CCOc2ccccc21,-0.4,-7.8
# (continued)
SMILES,mHTT CaM bind,Pf apPOL inh
CN(C)c1cc(Nc2ccccc2)c2c(=O)n(C)c(=O)n(C)c2n1,nt,5.4
Cc1ccc(C(=O)NCc2ccc(-n3ccnc3)cc2)cc1,13.0,-1.0
CC(C)(C)C(=O)N1CCC(CCOc2ccccc2F)CC1,-16.2,0.8
Cc1ccc(C(=O)NC(C(=O)O)C23CC4CC(CC(C4)C2)C3)cc1 (centres undefined),-1.9,-2.1
CCCCNC(=O)C1CCN(S(=O)(=O)N2CCC3(CC2)OCCO3)CC1,-9.0,-12.4
CCC(C)n1c(=N)c(C(=O)NCc2cccnc2)cc2c(=O)n3ccccc3nc21 (centres undefined),28.0,-13.0
Cn1cc(Cn2ccc(N)n2)cn1,1.2,nt
O=C(c1ccc(S(=O)(=O)N2CCOCC2)cc1)N1CCCCC1,-1.8,-11.5
Cc1ccc(NC(=O)c2[nH]ncc2[N+](=O)[O-])c(C)c1,7.0,5.9
COc1cc(N2CCN(S(=O)(=O)c3ccccc3)CC2)ccc1[N+](=O)[O-],7.7,-8.0
CSc1ccccc1NC(=O)C1OC2OC(C)(C)OC2C2OC(C)(C)OC12 (centres undefined),-1.5,-4.3
CCc1nc(NCCC(=O)N2CCN(CC)CC2)c2cc(Cl)cc(Cl)c2n1,5.8,-3.9
CCCOC(=O)c1cc2cccc(OC)c2oc1=O,-2.5,-5.1
COc1cccc2c1NC(c1ccccc1Br)C1CC=CC21 (centres undefined),38.0,2.8
CC(C)c1noc(-c2cccnc2N2CCCN(C(=O)c3cccc(N(C)C)c3)CC2)n1,28.0,-0.6
CCc1ccc(NC(=O)c2coc(=O)c3ccccc23)cc1,-2.0,-0.6
CCC(=O)N(CCC1CCOC(C)(C)C1)Cc1ccc(OC)cc1 (centres undefined),16.2&5.8,-2.0&4.3
CN(CC(=O)Nc1ccc2c(c1)OCO2)S(=O)(=O)c1ccc(Cl)cc1,3.8,0.3
COc1ccccc1C(=O)Nc1c2c(nn1-c1ccc([N+](=O)[O-])cc1)CSC2,12.0,-10.8
CC1(C(=O)NCc2ccccc2)CCC(=O)N1Cc1ccccc1 (centres undefined),-6.0,1.0
CCC(=O)Nc1cccc(-c2noc(C3CCN(C(=O)C(C)Oc4ccccc4)CC3)n2)c1 (centres undefined),26.2,-2.5
Cc1cc(C)c(NC(=O)c2cc(S(=O)(=O)N3CC(C)CC(C)C3)ccc2F)c(C)c1 (centres undefined),-1.0,-20.0
Cc1ccc(C(=O)Nc2nc(-c3ccccc3)cs2)c(Cl)c1,-8.5,1.7
O=S(=O)(c1cccc2cccnc12)N1CCC(n2cccc2)CC1,nt,-0.2
CCc1nc(C)c(C)c2nn(CC#N)c(=O)n12,3.4,-2.0
# More entries follow.
SMILES,mHTT CaM bind,Pf apPOL inh
CC(C)(C)C(=O)NCCNc1ccc([N+](=O)[O-])cc1Cl,-2.0,-4.9
O=C(CCNS(=O)(=O)c1ccccc1[N+](=O)[O-])Nc1ccc(I)cc1,10.1,-6.4
Cc1nn(-c2ccc(Cl)cc2)c2nc(N3CCCC(C(=O)NCC(C)C)C3)sc12 (centres undefined),0.8,-0.6
CCCn1cc(C2=CCN(S(=O)(=O)CCC)CC2)c2cccnc21,24.0,0.3
CC1=C(C(=O)Nc2ccccn2)C(c2ccccc2C(F)(F)F)C2=C(CC(C)(C)CC2=O)N1 (centres undefined),4.0,-5.6
CC(C)CC(=O)Nc1ccc(N2CCN(C(=O)c3ccccc3Cl)CC2)nc1,5.9,-4.1
COc1ccccc1C=CC=C1Oc2c(ccc(O)c2CN2CCOCC2)C1=O,49.3,-9.5
CCN1CCCC1CNC(=O)c1cn(CC(C)C)c(=O)c2c1c1ccccc1n2C (centres undefined),6.0,-5.3
CC1(C)CC(=O)C2=C(C1)Nc1nc(-c3ccccc3)nn1C2c1ccc(O)cc1 (centres undefined),43.7,-1.4
COc1cc2c(cc1OC)C1=C(C#N)COCN1CC2,1.2,-8.3
COc1cc(C)ccc1Oc1ncnc(N)c1[N+](=O)[O-],6.0,-0.1
Cc1ccccc1CC(=O)Nc1nc2c(s1)CN(S(=O)(=O)c1ccccc1)CC2,20.8,-4.5
Cc1ccccc1OCC(O)Cn1c(N2CCN(CCO)CC2)nc2c1c(=O)[nH]c(=O)n2C (centres undefined),-6.0,-1.0
Cc1cccc(NC(=O)N2CCC3(C2)Nc2cccnc2NC3=NCc2ccccc2)c1 (centres undefined),-0.7,-1.8
Cc1cc(C)n2nc(SCc3ccc(F)cc3Cl)nc2n1,52.0*,-8.9
O=C(CSc1nc2ccccc2c(=O)n1-c1ccccc1)Nc1ccc([N+](=O)[O-])cc1,17.1,0.7
CCCCN(C)C(=O)CCC1CCCN(C(=O)Nc2ccc(F)cc2)C1 (centres undefined),5.4,-3.5
COc1ccc(/C=C/C(=O)O)cc1S(=O)(=O)NCC1CCCO1 (centres undefined),2.0,0.5
Cn1cc(CN2CCC(C(=O)NCc3cccnc3)CC2)c2cc(Cl)ccc21,-3.8,1.3
COc1ccc(-c2nc3ccccc3o2)cc1NC(=O)c1cc(Cl)ccc1OC,4.8,-2.9
